ELG1 DNA repair: ELG1-dependent DNA repair inhibition. HEK293T ELG1-luciferase reporter, luminescence, 16 h; DNA damage induced by 5-fluorouridine. Potency, µM (doses to about 46.1 µM), for inactives: at the top dose activity change, negative = inhibition, most hits filed as inhibitors. 330,000 tested, 2.3% active. AID 504467; note: potency is the fitted concentration of half-maximal effect; % is set by controls: 0 for no effect and ±100 for the full control effect; nearly all actives have a fitted effect of over 55% in size
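Reporter activity after DNA damage by 5-fluorouridine is monitored. Compound-treated cells incubate 16 hr at 37 °C, then ONE-Glo is added for 30 min before luminescence reading.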
Mito fusion act: blocks mitochondrial division or promotes mitochondrial fusion. S. cerevisiae fusion-defective mutant growth rescue, CellTiterGlo 48 h. Potency, µM (titrated, usually from 46.1 µM), inactives show at the highest dose growth rescue (activation), actives largely listed as activators. 320,000 tested, 0.23% active. AID 485298;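 note: potency is the fitted concentration of half-maximal effect; % of control where 0% means no effect; nearly all actives have a fitted effect of over 45% in size; temperature-sensitive fusion mutants such as fzo1-1 at 37 °C on non-fermentable ethanol glycerol medium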
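Compounds are tested for their ability to restore growth of mitochondrial fusion-defective yeast strains at non-permissive 37C in YPEG medium over 48 hours. Viability is quantified by luciferase luminescence.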
Tb PFK block: inhibitors of T. brucei phosphofructokinase. O15648. T. brucei PFK, ADP-Glo luminescence. Potency, µM (series often up to 57.5 µM), for inactives: at the highest dose activity, negative = inhibition, most hits filed as inhibitors. 330,000 tested, 0.17% active. AID 485367;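 note: potency is the fitted concentration of half-maximal effect; 0% = uninhibited 1x PFK enzyme wells and -100% = no-enzyme wells; nearly all actives have a fitted effect of over 60% in size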
Target sequence (O15648 whole entry, looked up): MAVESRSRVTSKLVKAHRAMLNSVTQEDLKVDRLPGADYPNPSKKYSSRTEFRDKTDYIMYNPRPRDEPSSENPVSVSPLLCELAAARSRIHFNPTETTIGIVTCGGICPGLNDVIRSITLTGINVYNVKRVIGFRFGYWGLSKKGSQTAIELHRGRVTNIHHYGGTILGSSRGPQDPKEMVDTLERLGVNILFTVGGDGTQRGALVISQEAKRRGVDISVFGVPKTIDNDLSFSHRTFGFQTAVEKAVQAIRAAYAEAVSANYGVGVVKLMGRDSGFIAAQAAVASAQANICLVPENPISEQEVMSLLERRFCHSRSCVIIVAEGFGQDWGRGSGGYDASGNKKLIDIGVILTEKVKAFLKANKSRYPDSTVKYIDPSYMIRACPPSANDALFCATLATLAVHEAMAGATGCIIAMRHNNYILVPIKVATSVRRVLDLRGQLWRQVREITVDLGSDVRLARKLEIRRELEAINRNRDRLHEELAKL
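ADP-Glo luminescence quantified ADP after 45 min at room temperature, with 1.25 nM T. brucei PFK, 0.1 mM ATP and 0.5 mM fructose-6-phosphate in pH 8.0 TEA buffer. qHTS titrations up to 57 µM; curves classified by quality.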
Chronic BCR inh: inhibitors of chronic active B-cell receptor signaling; ABC-DLBCL IkBa-CBG/CBR reporter, luminescence ratio, 4 h; 340,000 tested, 0.05% active; Potency, µM (series often up to 46.1 µM), for the others: at the top dose ratio change, negative = lower green/red ratio, hits mostly inhibitors; AID 493014; active = well fitted inhibition curve with a large enough effect in the signal ratio, with a control signal flat, not every such curve was filed as active; inconclusive = small, poorly fitted or top-dose-only effect, or effect the other way, or a change in a side signal; the % refers to the signal ratio;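 note: potency is the fitted concentration of half-maximal effect; plate controls were basal doxycycline-induced cells for no effect and cells given 10 µM MG132 for full effect; MG132 reads +100%, hits lower the ratio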
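TMD8 ABC-DLBCL cells carrying doxycycline-inducible green luciferase fused to IkappaBalpha plus unfused red luciferase were exposed to compounds (up to 46 uM) for 4 hrs at 37C. Activity came from the overlap-corrected green/red luminescence ratio.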
uPA surface inh: inhibitors of cell surface uPA generation; cell surface uPA generation assay, qHTS; 330,000 tested, 0.31% active; Potency, µM (doses to about 38.3 µM), without a hit: top-dose activity change, negative = inhibition, actives largely listed as inhibitors; active = well fitted inhibition curve with a large enough effect; inconclusive = small, poorly fitted or top-dose-only effect; inactive = no such curve, though single readings can be large or run the other way; tested in mouse RAW 264.7 cells; note: potency is the fitted concentration of half-maximal effect; % is set by controls: 0 for no effect and ±100 for the full control effect; nearly all actives have a fitted effect of over 55% in size
Eya2 inh: blocks the phosphatase activity of human Eya2 | recombinant Eya2, OMFP fluorescence dephosphorylation (OMFP is methylfluorescein phosphate) | Potency, µM (highest dose often 76.9 µM), without a hit: top-dose activity, negative = inhibition, hits mostly inhibitors | 330,000 tested, 0.006% active | AID 488837; note: potency is the fitted concentration of half-maximal effect; % is set by controls: 0 for no effect and ±100 for the full control effect
Target sequence (O00167 whole entry, looked up): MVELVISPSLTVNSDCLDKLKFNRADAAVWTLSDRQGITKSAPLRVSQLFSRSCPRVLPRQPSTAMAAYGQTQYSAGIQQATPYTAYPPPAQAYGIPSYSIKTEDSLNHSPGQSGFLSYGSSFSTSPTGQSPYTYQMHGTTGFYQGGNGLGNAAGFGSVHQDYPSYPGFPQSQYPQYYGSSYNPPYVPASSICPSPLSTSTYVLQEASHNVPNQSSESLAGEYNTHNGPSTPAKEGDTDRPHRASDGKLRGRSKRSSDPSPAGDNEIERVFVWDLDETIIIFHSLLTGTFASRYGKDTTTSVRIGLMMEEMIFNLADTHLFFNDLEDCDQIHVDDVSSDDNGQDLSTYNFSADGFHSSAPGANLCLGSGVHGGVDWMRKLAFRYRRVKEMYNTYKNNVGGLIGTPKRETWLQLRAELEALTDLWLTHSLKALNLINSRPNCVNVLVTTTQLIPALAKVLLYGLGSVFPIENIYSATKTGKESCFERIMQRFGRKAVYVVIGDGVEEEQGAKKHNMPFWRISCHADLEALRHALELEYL
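Eya2 protein (added as 0.2 uM solution) was preincubated with compound for 10 min at ambient temperature in 50 mM HEPES pH 7.5, 50 mM NaCl, 5 uM MgCl2, 0.05% BSA, 1 mM DTT. OMFP (added at 50 uM) then reacted 10 min; fluorescence read at 485/525 nm.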
TSG101-PTAP inh: blocks PTAP/TSG101 interaction to inhibit HIV-1 budding; Potency, µM (highest dose often 115 µM), without a hit: at the highest dose activity change, negative = inhibition, most hits filed as inhibitors; Fluorescence polarization, FITC-PTAP peptide / Tsg101 binding; Q99816; 340,000 tested, under 10 active; active = well fitted inhibition curve with a large enough effect in the main read-out, with a control signal flat, not every such curve was filed as active; inconclusive = small, poorly fitted or top-dose-only effect, or effect the other way, or a change in a side signal; inactive = no such curve, though single readings can be large or run the other way; note: potency is the fitted concentration of half-maximal effect; % of control where 0% means no effect
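FP read-out: FITC-PTAP peptide, 50 nM final, binding Tsg101 binding domain, 10 uM final; 20 min, r.t.; 10 mM HEPES pH 7.5, 0.15 M NaCl, 0.01% Tween 20, 3 mM EDTA, 0.1 mM TCEP.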
B2AR arrestin: agonists driving beta-arrestin recruitment to human beta2-adrenergic receptor; Potency, µM (series often up to 46.1 µM), without a hit: at the top dose activation, most hits filed as activators; beta-arrestin recruitment to beta2AR, cell-based reporter; 330,000 tested, 0.02% active;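 note: potency is the fitted concentration of half-maximal effect; 0% = DMSO controls and full agonism = EC100 isoproterenol or metaproterenol; nearly all actives have a fitted effect of over 65% in size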
TSHR antagonist: blocks TSH signaling through the human TSH receptor; P16473; TSHR-expressing cells, TSH-stimulated cAMP HTRF, 2 h; active compounds read low; activity change, negative = inhibition, % at 11.5 µM; 330,000 tested, 0.2% active;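 active = activity change below a set negative limit, meaning inhibition stronger than a set level, cut at about -70% in these data; inconclusive = activity change between two set negative limits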; note: % is set by controls: 0 for no effect and ±100 for the full control effect
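Competitive HTRF cAMP read-out (cryptate anti-cAMP antibody, cAMP-d2; 30 min, room temperature) in freshly harvested TSHR cells. Compounds added before TSH at EC80 (4nM final), followed by 2 hours' incubation at 37 deg C.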
TCR activator: activators of T cell receptors. primary human leukocytes, anti-CD3, IL-2 HTRF, 48 h. Potency, µM (highest dose often 9.22 µM), for inactives: at the top dose activation of IL-2 secretion, most hits filed as activators. 330,000 tested, under 10 active. AID 504894; note: % of control where 0% means no effect
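48 hr co-incubation of compounds, a-CD3 beads and primary human leukocytes; IL-2 quantified homogeneously by HTRF with anti-IL-2 K and d2 conjugates.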
USP2a block: inhibitors of human ubiquitin-specific protease USP2a; Potency, µM (top dose mostly 38.3 µM), for inactives: at the highest dose activity change, negative = inhibition, actives largely listed as inhibitors; O75604; 330,000 tested, 0.01% active; USP2 core, Ub-CHOP2 coupled fluorogenic reporter, 485/531;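 note: potency is the fitted concentration of half-maximal effect; plate controls were DMSO wells for no effect and full inhibition by NEM control for full effect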
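Cell-free coupled assay: 10nM USP2 core preincubated 30min RT with compound in Tris-HCl pH 8.0/CaCl2/CHAPS buffer, then 25nM Ub-CHOP2 and 25nM reporter substrate; fluorescence (Ex 485/Em 531) read after 60min RT, normalized to NEM inhibition, concentration-response curves fitted.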
The depositor's hits bear a star; ? = inconclusive; / = not tested or not shown; [ ] = remark or other dose. Unless noted, calls come from the whole dose curve; as a rule, active = well fitted curve in the direction sought with a large enough effect; inconclusive = small, poorly fitted or top-dose-only effect, or another doubt; inactive = no such curve, though single readings can be large; an effect the other way counts as inactive or inconclusive.

Values run as follows: ELG1 DNA repair, Mito fusion act, Tb PFK block, Chronic BCR inh, uPA surface inh, Eya2 inh, TSG101-PTAP inh, B2AR arrestin, TSHR antagonist, TCR activator, USP2a block
- O=C(Nc1ccc(N2CCOCC2)c(Cl)c1)c1ccc(Br)o1
→ ?, 16%, -1%, ?, -1%, 0%, -2%, 0.0%, -2, 3%, 0%
- CN(CC(=O)Nc1cccc(F)c1)C(=O)C1(c2ccccc2)CC1
→ -13%, -3%, -2%, 0%, 15%, -9%, 0%, 0.2%, -3, 5%, 0%
- O=C1c2ccccc2C(O)(c2ccccc2)N1CCc1ccccc1 (stereo unspecified)
→ 0%, 21%, 0%, 2%, 5%, 0%, -5%, 2.2%, -4, /, -5%
- CCN(CC)c1nc2c(c(=O)[nH]c(=O)n2C)n1Cc1ccccc1
→ 0%, -2%, 1%, 1%, -29%, 4%, -4%, -0.1%, 3, 10%, -1%
- CCn1nnnc1SCC(=O)Nc1nc(C)c(C)s1
→ ?, -5%, -1%, -10%, 0%, 4%, -4%, -0.4%, 12, 3%[46.1 µM], 3%
- CCCCC(=O)Nc1ccc2c(c1)nc1n2CCN(CCOC)C1
→ -12%, 6%, 0%, -1%, 4%, 2%, -6%, -1.1%, 1, 4%, -1%
- COc1ccc(C(=O)Nn2c(SCc3ccc([N+](=O)[O-])cc3)nc3ccccc3c2=O)cc1
→ ?, -2%, -1%, ?, 0%, -3%, -2%, -0.7%, -17, 1%, -6%
- COc1ccc(-c2cc(C(=O)Nc3cc(OC)c(OC)c(OC)c3)no2)cc1OC
→ -8%, -2%, -2%, ?, /, 7%, -2%, 0.3%, -1, -2%, 2%
- CCc1ccc(NC(=O)Cc2cn(C)c3ccccc23)cc1
→ 21%, -5%, -2%, -4%, -4%, -3%, -5%, 0.3%, 4, 1%, -8%
- O=C(COC(=O)CNC(=O)c1cc(Cl)cc([N+](=O)[O-])c1)NC(=O)NCc1ccco1
→ 14%, /, -3%, 0%, 7%, -2%, 0%, 0.1%, -3, -5%, -6%
- C/C(=N\OCC(=O)OCC(=O)N(Cc1ccccc1)C(C)(C)C)c1ccc2c(c1)OCO2
→ 21%, 5%, 0%, 1%, 0%, -13%, -1%, 0.3%, 18, -8%, 5%
- OC1CCN(C(=S)NCCc2ccccc2)CC1
→ ?, 3%, -1%, 9%, 0%, 18%, -6%, -0.9%, 3, 4%, 1%
- C/C(=N\NC(=S)NCc1ccccc1)c1ccco1
→ ?, -12%, 10%, 1%, -5%, -7%, -12%, -0.1%, -6, -5%, -1%
- CCN(CC)Cc1c(O)ccc2c([N+](=O)[O-])c(C)n(-c3ccc(OC)cc3)c12
→ 2.3µM*, 1%, -3%, ?, 17%, -24%, 0%, -0.3%, -4, 1%[46.1 µM], -3%
- Cc1cc(C)cc(N(C(=O)C2CCCC2)C2C=CS(=O)(=O)C2)c1 (stereo unspecified)
→ 4%, 2%, 5%, ?, -6%, -9%, -8%, -0.9%, -1, 1%, 6%
- O=C(O)COCC(=O)Nc1ccc(-n2nc(C(F)(F)F)cc2-c2cccs2)cc1
→ 5%, -5%, 1%, 11%, 0%, -12%, -15%, 3.1%, 2, -1%, 0%
- COCC(=O)N(C)c1nnc(-c2ccccn2)s1
→ ?, -2%, -2%, 12%, -6%, 6%, 3%, -0.6%, 6, 7%, 1%
- Cn1c(CNc2ccc(Br)cc2)nc2ccccc21
→ ?, -29%, 1%, 0%, -9%, 5%, -3%, 0.5%, -1, -3%, 1%
- CCN(CC)S(=O)(=O)c1cc(NC(=O)C2=COCCO2)ccc1Cl
→ 2%, 21%, -4%, 2%, -5%, 5%, -1%, -0.2%, -2, -1%, 1%
- Cc1n[nH]c(=O)nc1N/N=C/c1cccs1
→ 1%, -3%, -6%, -4%, -3%, -7%, 0%, 7.9%, -4, -4%, -5%
- Cc1ccc(OCCn2cc(C(=S)N3CCCC3)c3ccccc32)cc1C
→ 17%, 14%, 0%, 10%, -15%, -8%, 0%, 0.0%, -6, 4%, 0%
- CC12CC(NC(=O)N1c1ccc(C(=O)N3CCN(c4ccccn4)CC3)cc1)c1ccccc1O2 (stereo unspecified)
→ -4%, 2%, 0%, 0%, /, 3%, /, 3.8%, -3, /, -1%
- COc1ccccc1C(=O)NCC(=O)OCC(=O)N1CC(C)OC(C)C1 (stereo unspecified)
→ 21%, 5%, 0%, 1%, 1%, -9%, -2%, 0.5%, -5, 5%, 0%
- CCCCCCOc1ccc(N2C(=O)CC(N3CCC(C(=O)OCC)CC3)C2=O)cc1 (stereo unspecified)
→ -16%, 21%, -11%, -2%, 7%, 11%, 1%, -1.5%, -4, -10%, -2%
- O=C(O)CSCC(=O)NCc1cccc(C(F)(F)F)c1
→ -19%, 2%, 0%, 5%, 13%, 3%, 1%, -0.1%, -7, -7%, 13%
- Cc1cc(C(=O)N/N=C/C=C/c2ccc(Br)cc2)n[nH]1
→ -2%, -2%, -12%, 0%, -10%, 11%, 0%, -1.1%, 37, -1%, 0%
- COc1ccc(/C=N/n2cnnc2)cc1Oc1nc(Cl)ncc1F
→ -4%, 17%, 2%, ?, -2%, 2%, 0%, 0.0%, -6, /, -1%
- O=S(=O)(NCC1CCN(Cc2ccccc2)CC1)c1ccccc1C(F)(F)F
→ 0%, ?, 10%, -2%, -5%, -1%, -4%, -0.4%, 21, -2%, 2%
- O=C(c1cccc(Cl)c1)N1CCN(Cc2ccccc2)CC1
→ -7%, -1%, 1%, -2%, 11%, -1%, -7%, 0.2%, -10, /, 1%
- COc1cc(CCC(=O)NNC(=O)c2ccc(Cl)cc2)cc(OC)c1OC
→ 20%, -4%, 1%, -1%, 2%, -6%, -3%, 0.2%, 2, -7%, 5%

Random excerpt: 6 records from the list
Values run as follows: ELG1 DNA repair, Mito fusion act, Tb PFK block, Chronic BCR inh, uPA surface inh, Eya2 inh, TSG101-PTAP inh, B2AR arrestin, TSHR antagonist, TCR activator, USP2a block
- COc1ccccc1C(=O)NCC(=O)OCC(=O)N1CC(C)OC(C)C1 (stereo unspecified)
→ 21%, 5%, 0%, 1%, 1%, -9%, -2%, 0.5%, -5, 5%, 0%
- CC12CC(NC(=O)N1c1ccc(C(=O)N3CCN(c4ccccn4)CC3)cc1)c1ccccc1O2 (stereo unspecified)
→ -4%, 2%, 0%, 0%, /, 3%, /, 3.8%, -3, /, -1%
- Cc1cc(C(=O)N/N=C/C=C/c2ccc(Br)cc2)n[nH]1
→ -2%, -2%, -12%, 0%, -10%, 11%, 0%, -1.1%, 37, -1%, 0%
- CCCCCCOc1ccc(N2C(=O)CC(N3CCC(C(=O)OCC)CC3)C2=O)cc1 (stereo unspecified)
→ -16%, 21%, -11%, -2%, 7%, 11%, 1%, -1.5%, -4, -10%, -2%
- COc1cc(CCC(=O)NNC(=O)c2ccc(Cl)cc2)cc(OC)c1OC
→ 20%, -4%, 1%, -1%, 2%, -6%, -3%, 0.2%, 2, -7%, 5%
- O=S(=O)(NCC1CCN(Cc2ccccc2)CC1)c1ccccc1C(F)(F)F
→ 0%, ?, 10%, -2%, -5%, -1%, -4%, -0.4%, 21, -2%, 2%

Continued.
Values run as follows: ELG1 DNA repair, Mito fusion act, Tb PFK block, Chronic BCR inh, uPA surface inh, Eya2 inh, TSG101-PTAP inh, B2AR arrestin, TSHR antagonist, TCR activator, USP2a block
- Cc1ccc(C(=O)c2oc3ccccc3c2N)cc1
→ ?, ?, -4%, 5%, 6%, -13%, -1%, 0.0%, -6, -3%[46.1 µM], 3%
- Cc1cc(NC(=O)CCC(=O)N(Cc2ccco2)C(C(=O)NC2CCCC2)c2ccccc2F)no1 (stereo unspecified)
→ -8%, 4%, -1%, 6%, -2%, 18%, -4%, 0.3%, 6, -1%, 2%
- O=C(NCCCN1CCOCC1)c1ccc(CS(=O)(=O)c2ccc(Br)cc2)o1
→ -1%, -1%, -1%, -2%, -4%, 8%, -5%, 0.1%, -5, -6%, -1%
- COc1cc(OC)cc(C(=O)N[C@H](C(=O)NC2CCCc3ccccc32)C(C)C)c1 (stereo partly specified)
→ -19%, /, -3%, 8%, 1%, 3%, -3%, -0.9%, -1, 2%, 3%

Random draw from the library; 3% or so of the library scored in one or more.
